Compound activity deposited in PubChem by National Center for Advancing Translational Sciences (NCATS).
uPA surface inh – cell surface uPA generation inhibition; 0.31% of 330,000 active; cell surface uPA generation assay, qHTS; Potency, µM (series often up to 38.3 µM), without a hit: top-dose activity change, negative = inhibition, most hits filed as inhibitors; active = well fitted inhibition curve with a large enough effect; inconclusive = small, poorly fitted or top-dose-only effect; inactive = no such curve, though single readings can be large or run the other way; tested in mouse RAW 264.7 cells; note: potency is the fitted concentration of half-maximal effect; % is set by controls: 0 for no effect and ±100 for the full control effect; nearly all actives have a fitted effect of over 55% in size
BCR signal inh – chronic active BCR signaling inhibition; ABC-DLBCL IkBa-CBG/CBR reporter, luminescence ratio, 4 h; Potency, µM (doses to about 46.1 µM), for inactives: at the top dose ratio change, negative = lower green/red ratio, usual class: inhibitors; 0.05% of 340,000 active; active = well fitted inhibition curve with a large enough effect in the signal ratio, with a control signal flat, not every such curve was filed as active; inconclusive = small, poorly fitted or top-dose-only effect, or effect the other way, or a change in a side signal; the % refers to the signal ratio;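 note: potency is the fitted concentration of half-maximal effect; plate controls were basal doxycycline-induced cells for no effect and cells given 10 µM MG132 for full effect; MG132 reads +100%, hits lower the ratio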
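TMD8 human ABC-DLBCL cells with doxycycline-inducible IκBα–green luciferase fusion and unfused red luciferase, in 0.5% FBS medium; compounds up to 46 uM, 4 h at 37C. Green/red luminescence ratio, filter-overlap corrected, fitted to concentration-response curves.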
Tb PFK inh – blocks T. brucei phosphofructokinase | O15648 | T. brucei PFK, ADP-Glo luminescence | Potency, µM (series often up to 57.5 µM), inactives show at the highest dose activity, negative = inhibition, most hits filed as inhibitors | 0.17% of 330,000 active | AID 485367;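 note: potency is the fitted concentration of half-maximal effect; 0% = uninhibited 1x PFK enzyme wells and -100% = no-enzyme wells; nearly all actives have a fitted effect of over 60% in size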
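In TEA buffer at pH 8.0 with 5 mM MgCl2, enzyme (1.25 nM) converted F6P (0.5 mM) and ATP (0.1 mM) for 45 min at room temperature. ADP product was read by luciferase luminescence.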
TSG101-PTAP inh – blocks PTAP/TSG101 interaction to inhibit HIV-1 budding. Q99816. Fluorescence polarization, FITC-PTAP peptide / Tsg101 binding. Potency, µM (top dose mostly 115 µM), for inactives: at the highest dose activity change, negative = inhibition, most hits filed as inhibitors. 340,000 tested, under 10 active; active = well fitted inhibition curve with a large enough effect in the main read-out, with a control signal flat, not every such curve was filed as active; inconclusive = small, poorly fitted or top-dose-only effect, or effect the other way, or a change in a side signal; inactive = no such curve, though single readings can be large or run the other way; note: potency is the fitted concentration of half-maximal effect; % of control where 0% means no effect
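Fluorescence anisotropy tracks displacement of a FITC-tagged PTAP peptide (50 nM) from the Tsg101 binding domain (10 uM), following a 20 min room-temperature incubation at pH 7.5.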
Mito fusion act – mitochondrial division inhibition or fusion activation. S. cerevisiae fusion-defective mutant growth rescue, CellTiterGlo 48 h. Potency, µM (series often up to 46.1 µM), without a hit: top-dose growth rescue (activation), most hits filed as activators. 0.23% of 320,000 active;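 note: potency is the fitted concentration of half-maximal effect; % of control where 0% means no effect; nearly all actives have a fitted effect of over 45% in size; temperature-sensitive fusion mutants such as fzo1-1 at 37 °C on non-fermentable ethanol glycerol medium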
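Yeast fusion mutant, YPEG (non-fermentable carbon), compound, 48 h at 37C non-permissive; CellTiterGlo added, 10 min RT, luminescence read. Rescued growth = division inhibition.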
ELG1 repair inh – ELG1-dependent DNA repair inhibition; Potency, µM (doses to about 46.1 µM), without a hit: top-dose activity change, negative = inhibition, most hits filed as inhibitors; HEK293T ELG1-luciferase reporter, luminescence, 16 h; DNA damage induced by 5-fluorouridine; 2.3% of 330,000 active; note: potency is the fitted concentration of half-maximal effect; % is set by controls: 0 for no effect and ±100 for the full control effect; nearly all actives have a fitted effect of over 55% in size
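Reporter activity after DNA damage by 5-fluorouridine is monitored. Compound-treated cells incubate 16 hr at 37 °C, then ONE-Glo is added for 30 min before luminescence reading.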
B2AR arrestin – recruits beta-arrestin to the human beta2-adrenergic receptor; P07550; beta-arrestin recruitment to beta2AR, cell-based reporter; Potency, µM (top dose mostly 46.1 µM), inactives show at the highest dose activation, most hits filed as activators; 0.02% of 330,000 active;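 note: potency is the fitted concentration of half-maximal effect; 0% = DMSO controls and full agonism = EC100 isoproterenol or metaproterenol; nearly all actives have a fitted effect of over 65% in size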
USP2a block – blocks human ubiquitin-specific protease USP2a; O75604; USP2 core, Ub-CHOP2 coupled fluorogenic reporter, 485/531; Potency, µM (series often up to 38.3 µM), without a hit: at the highest dose activity change, negative = inhibition, most hits filed as inhibitors; 0.01% of 330,000 active; AID 463254;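 note: potency is the fitted concentration of half-maximal effect; plate controls were DMSO wells for no effect and full inhibition by NEM control for full effect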
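Cell-free coupled assay: 10nM USP2 core preincubated 30min RT with compound in Tris-HCl pH 8.0/CaCl2/CHAPS buffer, then 25nM Ub-CHOP2 and 25nM reporter substrate; fluorescence (Ex 485/Em 531) read after 60min RT, normalized to NEM inhibition, concentration-response curves fitted.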
Eya2 inh – inhibitors of human Eya2 phosphatase activity | O00167 | recombinant Eya2, OMFP fluorescence dephosphorylation (OMFP is methylfluorescein phosphate) | Potency, µM (series often up to 76.9 µM), for the others: at the top dose activity, negative = inhibition, actives largely listed as inhibitors | 0.006% of 330,000 active | AID 488837; note: potency is the fitted concentration of half-maximal effect; % is set by controls: 0 for no effect and ±100 for the full control effect
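Eya2 (0.2 uM) preincubated 10 min at ambient with compound, then OMFP substrate added at 50 uM; 10 min reaction in 50 mM HEPES pH 7.5, 50 mM NaCl, 5 uM MgCl2, 0.05% BSA, 1 mM DTT. Fluorescence read at Ex 485/Em 525 nm.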
TSHR antagonist – blocks TSH signaling through the human TSH receptor; P16473; TSHR-expressing cells, TSH-stimulated cAMP HTRF, 2 h; hits give low values; activity change, negative = inhibition, % at 11.5 µM; 0.2% of 330,000 active;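 active = activity change below a set negative limit, meaning inhibition stronger than a set level, cut at about -70% in these data; inconclusive = activity change between two set negative limits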; note: % is set by controls: 0 for no effect and ±100 for the full control effect
Target sequence (P16473 whole entry, looked up): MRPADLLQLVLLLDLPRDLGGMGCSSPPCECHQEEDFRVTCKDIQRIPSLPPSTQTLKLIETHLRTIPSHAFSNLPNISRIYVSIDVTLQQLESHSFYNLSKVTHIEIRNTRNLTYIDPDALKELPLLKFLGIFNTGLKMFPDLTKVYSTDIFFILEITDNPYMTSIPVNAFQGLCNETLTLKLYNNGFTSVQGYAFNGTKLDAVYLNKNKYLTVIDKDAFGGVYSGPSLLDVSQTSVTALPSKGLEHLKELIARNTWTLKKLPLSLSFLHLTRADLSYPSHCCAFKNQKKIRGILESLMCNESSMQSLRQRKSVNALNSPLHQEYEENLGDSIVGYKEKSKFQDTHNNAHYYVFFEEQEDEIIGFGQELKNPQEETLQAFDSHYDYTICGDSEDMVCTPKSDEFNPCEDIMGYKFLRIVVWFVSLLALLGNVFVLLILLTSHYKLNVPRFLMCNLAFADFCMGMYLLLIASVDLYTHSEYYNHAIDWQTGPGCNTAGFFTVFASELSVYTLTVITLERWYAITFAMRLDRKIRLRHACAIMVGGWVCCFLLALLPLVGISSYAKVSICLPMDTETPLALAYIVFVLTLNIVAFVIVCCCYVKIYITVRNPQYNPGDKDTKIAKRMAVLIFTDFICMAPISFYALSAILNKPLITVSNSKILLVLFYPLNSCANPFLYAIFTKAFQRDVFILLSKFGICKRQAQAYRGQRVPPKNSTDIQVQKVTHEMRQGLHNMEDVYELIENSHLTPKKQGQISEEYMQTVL
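Cell-based HTRF cAMP assay; TSHR cells + compound, TSH EC80 (4nM final), 2 h, 37 deg C. Lysis with anti-cAMP cryptate and cAMP-d2, 30 min RT, read 665/620 nm.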
TCR activator – T cell receptor activation | primary human leukocytes, anti-CD3, IL-2 HTRF, 48 h | Potency, µM (top dose mostly 9.22 µM), inactives show at the highest dose activation of IL-2 secretion, hits mostly activators | 330,000 tested, under 10 active; note: % of control where 0% means no effect
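Compounds are tested in HTS on primary human leukocytes co-incubated with a-CD3 beads for 48 hr. IL-2 output is measured by time-resolved FRET.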
An asterisk follows results filed as active; ? = inconclusive; . = no result given; [ ] = dose if it differs, or a comment. Unless noted, calls come from the whole dose curve; as a rule, active = well fitted curve in the direction sought with a large enough effect; inconclusive = small, poorly fitted or top-dose-only effect, or another doubt; inactive = no such curve, though single readings can be large; an effect the other way counts as inactive or inconclusive.

structure,uPA surface inh,BCR signal inh,Tb PFK inh,TSG101-PTAP inh,Mito fusion act,ELG1 repair inh,B2AR arrestin,USP2a block,Eya2 inh,TSHR antagonist,TCR activator
CCN(CC(=O)NCc1cccs1)C(=O)c1ccc(S(=O)(=O)N(C)c2ccccc2)cc1,1%,0%,2%,0%,.,?,-0.2%,0%,-9%,3,-9%[46.1 µM]
CC1CCCN(S(=O)(=O)c2ccc(C(=O)Nc3ccccc3-c3nc4ccccc4[nH]3)cc2)C1 (configuration not stated),7%,2%,5%,0%,-14%,?,-0.7%,3%,-6%,-2,-1%[46.1 µM]
Cc1cc(-c2ccc(C)c(S(=O)(=O)Nc3cccc(CN4CCCC4)c3)c2)on1,-19%,4%,1%,-5%,-1%,23%,0.1%,1%,8%,10,3%
Cc1[nH]c(=O)[nH]c1C(=O)CCCCC(=O)OCC(=O)Nc1ccccn1,1%,-7%,-4%,-1%,1%,-3%,0.1%,-1%,-15%,-2,1%
c1ccc(Oc2ncnc3sccc23)cc1,-5%,?,-8%,-1%,-5%,-12%,-0.3%,7%,5%,26,5%
CC(=O)c1sc(C(C)(C)C)cc1NC(=O)c1ccccc1C(=O)O,-3%,0%,7%,-1%,0%,?,-0.3%,-1%,-9%,12,-33%
COC(=O)CC1SC(=O)NC1=Nc1ccc(C)cc1 (configuration not stated),10%,5%,2%,-4%,-5%,2%,-0.2%,1%,0%,-2,0%
CCOC(=O)c1cc2c(nc1NC(=S)NCc1ccccc1)CCCC2,2%,-5%,-8%,-3%,-2%,?,-0.4%,4%,-9%,8,1%[46.1 µM]
COc1cccc(NC=C2C(=O)OC(C)(C)OC2=O)c1,-1%,1%,-1%,-3%,2%,23%,0.4%,-2%,-3%,-12,-1%
CN(C)S(=O)(=O)c1cccc(COc2cccnc2[N+](=O)[O-])c1,.,?,5%,1%,-4%,0%,-0.1%,3%,-10%,6,2%
COc1ccnc(N=CNOCc2cccc(Cl)c2Cl)c1C#N,2%,-3%,-3%,1%,-1%,?,-0.2%,4%,-5%,-5,0%
CCCc1cc(C(=O)OC)c(NC(=O)OCC)s1,.,?,-4%,-1%,-4%,-6%,-0.1%,1%,-1%,-1,4%
COc1ccc2sc(-c3ccccc3OC)c(-c3ccc4c(c3)OCCO4)c2c1,14%,14%,4%,2%,29%,?,-0.2%,-3%,-10%,-16,3%
COc1cc2c(cc1OC)CN(C(=O)Nc1ccccc1Cl)CC2,1%,?,0%,-1%,26%,-6%,-0.6%,0%,3%,-5,3%
Cc1ccc(S(=O)(=O)N(C)C)cc1NC(=S)NC1CCCC(C)C1C (configuration not stated),1%,-3%,-3%,0%,-7%,-23%,4.4%,0%,-6%,-4,-1%[46.1 µM]
CC1(C)CC(=O)C2=C(C1)OC(N)=C(C#N)C2C1C=CCCC1 (configuration not stated),-4%,8%,0%,-3%,11%,-3%,-0.3%,1%,1%,-7,0%
Cc1cccc(NC(=O)C2CCN(S(=O)(=O)c3c(C)[nH]c(=O)[nH]c3=O)CC2)c1,3%,2%,-1%,-2%,-8%,-4%,-0.5%,2%,13%,8,1%
CS(=O)(=O)N(CCc1ccccc1)CC(=O)Nc1ccccc1,6%,-1%,8%,1%,3%,-13%,2.3%,2%,0%,0,-2%[46.1 µM]
Cn1c(=O)c2c(nc(NCc3ccco3)n2CC(O)CO)n(C)c1=O (configuration not stated),2%,-6%,-3%,-2%,0%,-8%,-0.4%,9%,10%,-6,-6%
Cc1cc(S(=O)(=O)N2CCOCC2)ccc1OCC(=O)Nc1ccccc1F,-1%,6%,-1%,0%,-3%,7%,-0.8%,0%,23%,6,4%
C/C=C(/C)C(=O)OC1c2c(ccc3ccc(=O)oc23)OC(C)(C)C1OC(C)=O (configuration not stated),1%,2%,-2%,-10%,22%,-9%,-0.8%,2%,-11%,-3,12%[46.1 µM]
O=C(OCC(=O)N1CCCCC1)c1cccs1,-3%,?,0%,-1%,.,?,-0.3%,0%,-10%,-7,-5%
Cc1noc(C)c1COc1ccc(C(=O)N2CCN(c3ccccc3O)CC2)cc1,-1%,0%,-1%,-5%,-10%,?,-0.3%,0%,-14%,-13,.
O=C1OCCC1Sc1nc2cc(Cl)ccc2s1 (configuration not stated),.,3%,0%,-7%,6%,8%,0.1%,-8%,3%,-13,.
CC(=O)C1=C(O)CCC1=N,2%,2%,-2%,-4%,-3%,2%,-1.1%,1%,-7%,-1,4%
CC1CCCN(CCCNC(=O)c2nn(C)c3c2CS(=O)(=O)c2ccccc2-3)C1 (configuration not stated),9%,-2%,0%,3%,1%,6%,0.3%,2%,2%,7,-6%
O=C(CC(c1ccccc1)c1ccccc1)NCC1CCCO1 (configuration not stated),-3%,-1%,0%,-2%,-2%,20%,0.0%,0%,-7%,7,3%
O=C1NC(=O)/C(=C\c2ccsc2)N1,3%,13%,2%,-1%,8%,-8%,-0.4%,0%,-7%,48,2%
CC(C)NC(=O)C1CCN(C2CCN(C(=O)Cc3ccc4c(c3)OCO4)CC2)CC1,-5%,1%,-5%,-5%,4%,1%,-0.6%,2%,11%,-4,-1%
Cc1ccc(NS(=O)(=O)c2ccc3c(c2)NC(=O)C(C)C(=O)N3)c(Br)c1 (configuration not stated),-5%,3%,-2%,-6%,2%,-8%,-0.2%,2%,-10%,-18,0%
COc1cc(OC)c(C(=O)O/N=C(\N)c2ccccn2)cc1OC,?,-9%,7%,-5%,8%,12%,0.0%,2%,7%,16,-1%
CC(C)C(=O)NN(C(=O)C(C)C)c1nc2ccccc2s1,-6%,5%,-2%,-1%,-1%,-14%,0.6%,0%,-15%,-2,-2%
Nn1c(CSc2nc3ccccc3o2)nnc1CSc1nc2ccccc2o1,0%,3%,-3%,-2%,4%,11%,0.0%,-2%,16%,-2,0%
CCCc1cc(=O)oc2cc(Oc3ncccn3)ccc12,-1%,?,8%,0%,3%,?,0.1%,-1%,-7%,10,.
CC(C)(O)C(=O)N=Nc1c(O)[nH]c2ccccc12,-3%,?,-26%,-1%,13%,?,-0.2%,0%,5%,12,-8%
Cc1ccn(-c2cc(O)c(-n3ccc(C)n3)cc2O)n1,-5%,-1%,?,-6%,7%,?,0.0%,-2%,10%,-8,12%
N#CCCN(NC1=NS(=O)(=O)c2ccccc21)C(=O)c1ccccc1Br,15%,-1%,-1%,1%,2%,3%,-0.5%,0%,1%,-6,3%
Cc1cc(C)c(NC2=NS(=O)(=O)c3ccccc32)c(C)c1,.,-4%,-2%,-6%,1%,0%,0.0%,3%,9%,11,0%
Fc1cccc(Cn2cc(C(=S)N3CCCCC3)c3ccccc32)c1,7%,10%,-2%,-1%,?,-28%,-0.4%,4%,3%,-7,3%
Cc1ccc(OCCC(=O)OCC(=O)N2CCN(S(=O)(=O)c3ccc(C)cc3)CC2)cc1,2%,-3%,5%,0%,5%,6%,-0.6%,3%,31%,-3,4%
COc1cccc(NC(=S)NNC(=O)CCn2cc([N+](=O)[O-])cn2)c1,-3%,1%,0%,4%,-5%,4%,-0.1%,3%,5%,30,-1%
O=C(c1ccc(S(=O)(=O)NCC2CCCO2)cc1)N1CCc2ccccc21 (configuration not stated),7%,-3%,14%,-4%,-2%,?,-0.3%,0%,0%,-26,3%
